RGS4-Gao reg: modulates binding of RGS4 to human Galphao; binding response (% of control), % at 10 µM; AID 1415; hit rate 0.33% among 220,000; P09471; Multiplexed bead flow cytometry; actives lie on both sides; in the data active = binding response below about 49% or above about 150%; inactive = in between;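 also: fluorescent Galphao activated with aluminum fluoride binding bead-coupled RGS4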
Pf gametocyte: P. falciparum stage V gametocyte viability inhibition. P. falciparum stage V gametocytes, ATP luminescence, 24 h. inhibition, % at 10.9 µM. hit rate 0.065% among 150,000. AID 743093;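 active = inhibition above the mean plus 3 SD of compounds within the control limits, set per campaign, cut at about 38% in these data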;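 also: 0% = DMSO wells and 100% = medium only without gametocytes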
ABCG2 block: inhibitors of human ABCG2 transporter, ABCB1 counter-screen. hit rate 0.1% among 190,000. Q9UNQ0. IgMXP3 cells, JC-1 efflux, flow cytometry. inhibition, % at 6.6 µM. AID 1325;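 active = inhibition above 80%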;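 also: 0% = DMSO and 100% = nicardipine control wells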
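Measure – % inhibition of efflux relative to nicardipine and DMSO · Test system – ABCG2 IgMXP3 and barcoded ABCB1 CCRF-Adr cell mix · Control set – nicardipine as high control, DMSO as low control · Compound – one concentration, 6.6 µM final · Signal – flow cytometry of retained JC-1 fluorescence · Timing – 10 min exposure at 25 °C with rotation, no wash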
ABCB1 block: inhibitors of human ABCB1 transporter, ABCG2 counter-screen | hit rate 0.067% among 190,000 | CCRF-Adr cells, JC-1 efflux, flow cytometry | P08183 | inhibition, % at 6.6 µM | AID 1326; in the data active = inhibition above about 40%;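 also: 0% = vehicle and 100% = reference inhibitor; higher value means more JC-1 retained so stronger ABCB1 efflux block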
Target sequence (P08183 whole entry, looked up): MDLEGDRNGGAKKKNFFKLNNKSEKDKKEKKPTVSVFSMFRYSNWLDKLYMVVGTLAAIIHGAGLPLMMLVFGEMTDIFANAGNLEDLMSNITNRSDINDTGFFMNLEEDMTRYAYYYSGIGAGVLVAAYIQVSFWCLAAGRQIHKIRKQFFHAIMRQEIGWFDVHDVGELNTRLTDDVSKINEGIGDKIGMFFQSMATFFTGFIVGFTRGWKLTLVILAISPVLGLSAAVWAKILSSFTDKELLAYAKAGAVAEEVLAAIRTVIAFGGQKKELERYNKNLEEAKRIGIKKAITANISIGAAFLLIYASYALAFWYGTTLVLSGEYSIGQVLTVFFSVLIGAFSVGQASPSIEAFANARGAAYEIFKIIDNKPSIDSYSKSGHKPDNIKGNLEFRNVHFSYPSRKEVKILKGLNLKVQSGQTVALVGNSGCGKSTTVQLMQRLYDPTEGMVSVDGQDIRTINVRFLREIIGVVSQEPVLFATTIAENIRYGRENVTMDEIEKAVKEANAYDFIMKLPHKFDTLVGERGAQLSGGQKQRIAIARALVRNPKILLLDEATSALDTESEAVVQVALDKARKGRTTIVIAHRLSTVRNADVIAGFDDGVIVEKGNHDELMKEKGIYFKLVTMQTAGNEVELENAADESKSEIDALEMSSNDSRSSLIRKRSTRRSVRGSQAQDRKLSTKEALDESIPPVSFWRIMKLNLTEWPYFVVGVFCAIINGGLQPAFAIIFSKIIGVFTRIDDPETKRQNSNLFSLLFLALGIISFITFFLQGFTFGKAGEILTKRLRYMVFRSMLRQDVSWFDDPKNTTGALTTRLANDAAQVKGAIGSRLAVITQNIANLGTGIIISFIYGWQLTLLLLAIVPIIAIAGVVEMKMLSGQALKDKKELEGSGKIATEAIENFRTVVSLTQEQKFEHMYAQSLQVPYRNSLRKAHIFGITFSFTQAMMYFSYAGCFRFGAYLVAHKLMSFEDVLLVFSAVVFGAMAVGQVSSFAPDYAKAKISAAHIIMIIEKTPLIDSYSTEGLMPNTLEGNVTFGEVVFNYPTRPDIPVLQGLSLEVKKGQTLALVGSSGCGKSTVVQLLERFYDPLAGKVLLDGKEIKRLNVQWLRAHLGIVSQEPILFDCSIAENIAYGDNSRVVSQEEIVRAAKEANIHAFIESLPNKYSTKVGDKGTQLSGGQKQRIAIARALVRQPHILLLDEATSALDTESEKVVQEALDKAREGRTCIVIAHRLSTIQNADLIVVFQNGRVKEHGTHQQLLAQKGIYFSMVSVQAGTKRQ
GSH fluor: compound fluoresces at 488/530 nm on GSH beads. hit rate 0.25% among 190,000. fluorescence (KMESF) at 10 µM. GSH beads flow cytometry, compound fluorescence 488/530 nm; stronger effect = higher value; in the data active = fluorescence above about 89;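 also: glutathione beads carrying GST-tagged Bcl family fusion proteins plus one bare bead set; values are compound well signal with DMSO vehicle wells as background; inactives centre near 16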
Mcl1-Noxa inh: Mcl-1/Noxa interaction inhibition | Q07820 | TR-FRET Mcl-1/Noxa peptide binding, 2 h | inhibition, % at 21.7 µM | hit rate 1.5% among 220,000;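 active = compounds that cut the protein-peptide binding signal by more than 50% relative to plate controls in a single-dose test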;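 also: His-tagged Mcl-1 with rhodamine Noxa BH3 peptide and terbium anti-His antibody; 0% = Mcl-1 plus Noxa peptide wells and 100% = peptide-only wells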
Mcl1 Bid PPI: Mcl-1/Bid interaction inhibition; TR-FRET Mcl-1/Bid-Dy647 peptide binding, 1536-well; Q07820; hit rate 0.97% among 220,000; inhibition, % at 21.7 µM;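 active = compounds that cut the binding signal by more than half at the single screening dose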;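 also: His-tagged Mcl-1 with europium anti-His antibody binding Bid BH3 peptide; 0% = Mcl-1 plus peptide wells and 100% = peptide-only wells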
RGS8-Gao: modulates binding of RGS8 to human Galphao; P09471; multiplexed bead flow cytometry; actives lie on both sides; response (percent of control binding), % at 10 µM; hit rate 0.34% among 220,000; in the data active = response below about 60% or above about 140%; inactive = in between;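 also: Galphao activated as the GDP aluminium fluoride complex binding bead-coupled RGS8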
Mcl-1 Bim block: human Bim-Mcl-1 interaction inhibition | Q07820 | Bead-based flow cytometry, Bim peptide-Mcl-1 binding | inhibition, % at 10 µM | hit rate 0.1% among 190,000 | AID 1009; in the data active = inhibition above about 40%;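 also: 0% = no compound tracer wells and 100% = peptide blocker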
RGS7-Gao reg: regulators of human RGS7-Galphao interaction; hit rate 0.35% among 220,000; P09471; Multiplexed bead flow cytometry, RGS7-Galphao binding; actives lie on both sides; AID 1439; binding response (% of control), % at 10 µM; in the data active = binding response below about 49% or above about 150%; inconclusive = no clear call, values can overlap the other calls; inactive = in between;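 also: fluorescent Galphao held in activated GDP-AlF4 state binding bead-coupled RGS7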
Avidin bead fluor: avidin bead compound fluorescence profile; Avidin beads, compound fluorescence 488/530 nm, flow cytometry; stronger effect = higher value; fluorescence (KMESF) at 10 µM; hit rate 0.38% among 220,000; AID 1775; in the data active = fluorescence above about 47; also: inactives centre near 10
* hit, by the source's call; ? = inconclusive; / = not tested or not shown; & = joins results of further samples. Compounds as they come, and some 3.3% of all compounds hit somewhere here.

SMILES | RGS4-Gao reg | Pf gametocyte | ABCG2 block | ABCB1 block | GSH fluor | Mcl1-Noxa inh | Mcl1 Bid PPI | RGS8-Gao | Mcl-1 Bim block | RGS7-Gao reg | Avidin bead fluor
O=C(c1ccccc1)N(Cc1nc2ccccc2c(=O)[nH]1)C1CCCCC1 | 101 | / | 2 | 1.2 | 14 | 13 | -10 | 106 | 1 | 106 | 11
CC(C)(C)C(=O)/C(=C\c1ccc([N+](=O)[O-])cc1)n1cncn1 | 101 | / | 6 | 0.6 | 20 | 28 | 32 | 99 | -3 | 100 | 5
CCOC(=O)N/N=C(\C)c1ccccc1OC(F)F | 101 | 17 | 12 | 1.1 | 24 | 20 | 8 | 103 | 0 | 101 | 5
Cc1ccc(NC(=O)COC(=O)CNC(=O)c2ccc(Br)cc2)c(C)c1 | 99 | 7 | 6 | 1.6 | 6 | 18 | -11 | 102 | -3 | 99 | 2
COc1cc(C(CC(=O)N2CCN(c3ccccc3)CC2)c2c(OC)cc(OC)c3ccc(=O)oc23)cc(OC)c1OC (stereo unspecified) | 98 | -4 | / | / | / | 3 | -71 | 100 | / | ? | 8
Nc1cccc(Cl)c1N1CCOCC1 | 99 | / | 0 | 0.0 | 18 | -14 | -8 | 101 | -2 | 99 | 37
COc1ccc(-c2c(N)nnc3c2[nH]c2ccccc23)cc1OC | 99 | 0 | 5 | 0.2 | 15 | 17 | 14 | 89 | 0 | 97 | 23
COc1ccccc1NC(=S)N=Nc1c(O)[nH]c2ccc(Br)cc12 | 101 | 10 | / | / | / | -27 | -45 | 98 | / | ? | 7
O=C(Nc1nccs1)C(F)(F)C(F)(F)C(F)(F)C(=O)Nc1nccs1 | 100 | 1 | / | / | / | 5 | -50 | 101 | / | ? | 8
COC(=O)c1cnn(-c2ccc(F)cc2F)c1/C=N/NC(N)=S | 84 | 6 | / | / | / | -1 | -39 | 96 | / | ? | 10
Nc1ccccc1Sc1ccc(C(=O)c2ccccc2C(=O)O)cc1[N+](=O)[O-] | 96 | -3 | / | / | / | 14 | -2 | 99 | / | ? | 5
CCOc1ccc(/C=N/NC(=O)C(C)N(c2ccc(OC)cc2)S(C)(=O)=O)cc1OCC (stereo unspecified) | 104 | -19 | 2 | 0.5 | 12 | 10 | 7 | 110 | 1 | 114 | 16
CC(C)Nc1nc(NC(C)C)nc(OCCOC(=O)c2ccccc2)n1 | 107 | 12 | 8 | 1.5 | 24 | 19 | 13 | 105 | -4 | 107 | 7
Cc1cc(C)c(NC(=O)C2CCCN2C(=O)NC2CCCCC2)c(C)c1 (stereo unspecified) | 102 | / | 7 | 2.4 | 65 | 17 | 6 | 102 | -2 | 97 | 8
COc1ccc(CCNC(=O)c2[nH]c(C)c(C(C)=O)c2C)cc1 | 99 | 17 | 4 | 0.5 | 11 | 3 | -3 | 100 | -4 | 101 | 11
Cc1cccc(Nc2nc(N)nc(CN3CCC(C)CC3)n2)c1C | 103 | -31 | 5 | -0.3 | 27 | 0 | -3 | 100 | 0 | 98 | 4
Cc1ccc(NS(=O)(=O)c2ccc3[nH]c(=O)c(=O)[nH]c3c2)cc1Cl | 98 | / | 8 | 1.0 | 13 | 19 | -4 | 98 | 1 | ? | 10
CCc1nnc(SCc2ccc(CSc3nnc(CC)n3N)cc2)n1N | 107 | / | 0 | 0.0 | 40 | 6 | -15 | 101 | 1 | 99 | 14
Cc1n[nH]c(C)c1CCc1nc2c3ccccc3nc(SCC(=O)Nc3ccccc3F)n2n1 | 101 | / | 43 | 18 | 25 | -8 | 32 | 101 | -11 | 100 | 11
CC1=C(C(=O)OC2CCCCCCC2)C(c2cc3c(cc2Br)OCO3)CC(=O)N1 (stereo unspecified) | 100 | / | 2 | 0.8 | 22 | 5 | 4 | 100 | -1 | 95 | 38
O=C(Nc1ccc2oc(-c3ccc(F)cc3)nc2c1)c1ccccc1F | 98 | / | 1 | 0.1 | 25 | -25 | -20 | 102 | 4 | 98 | 4
Cn1c(N)c(C(=O)COC(=O)CNS(=O)(=O)c2ccc(Cl)c(Cl)c2)c(=O)n(C)c1=O | 100 | 10 | 2 | 0.2 | 9 | 6 | -32 | 100 | -4 | 100 | 6
COc1ccc(-c2nnc(SCC(=O)c3ccc[nH]3)o2)cc1 | 110 | -14 | / | / | 17 | 32 | -3 | 108 | -1 | 116 | 2
O=C(N/N=C/c1ccsc1)c1cc(-c2ccncc2)nc2ccccc12 | 101 | 0 | 3 | -0.5 | 10 | 25 | -10 | 103 | -4 | 97 | 13
OC(COc1cccc(OCC(O)CN2CCOCC2)c1)CN1CCOCC1 (stereo unspecified) | 103&107 | 0 | 2&-1 | 0.0&0.6 | 10&36 | -7&23 | -51&-20 | 103&118 | -1&-4 | 102&106 | 23&10
CCCN(CCC)c1ccc(/C=N/NC(=O)CN2CCOCC2)cc1 | 95 | / | 1 | 0.5 | 17 | 44 | -22 | 92 | 0 | 91 | 8
COc1ccc(-c2nc(CS(=O)CC(=O)NCc3ccco3)c(C)o2)cc1 (stereo unspecified) | 104 | / | 4 | 0.3 | 24 | 0 | -17 | 108 | -5 | 106 | 6
CC[C@]1(O)CC2CN(CCc3c([nH]c4ccccc34)[C@@](C(=O)OC)(c3cc4c(cc3OC)N(C=O)[C@H]3[C@@](O)(C(=O)OC)[C@H](OC(C)=O)[C@]5(CC)C=CCN6CC[C@]43[C@@H]65)C2)C1 (stereo partly specified) | 96 | / | / | / | / | 27 | -5 | 98 | / | ? | 8
Cc1ccc(NC(=O)CSc2nc3ccccc3c(=O)n2CCCC(=O)N2CCCC2)cc1 | 98 | 19 | / | / | 17 | 7 | 2 | 101 | 2 | 102 | 6
O=C(CSc1nnc(-c2ccccc2)o1)c1ccc2c(c1)OCCO2 | 96 | 1 | 4 | 0.4 | 25 | -11 | 5 | 96 | -4 | 97 | 12
COc1cc(OC)c(C(=O)NCC(c2cccs2)N(C)C)cc1OC (stereo unspecified) | 106 | / | 4 | 0.9 | 11 | -17 | -7 | 105 | 0 | 101 | 25
Cc1cccc(CC(=O)NCCn2c(C)cc3ccccc32)c1 | 105 | / | 2 | 0.1 | 11 | 20 | -30 | 102 | 0 | 105 | 22
C/C(CC(=O)Nc1ccc(Cl)c(Cl)c1)=N\NC(=O)C(=O)N1CCCCC1 | 106 | 6 | 1 | -0.3 | 16 | -24 | -14 | 102 | 12 | 102 | 7
CCCCn1c(C)csc1=Nc1cccnc1 | 97 | 4 | 1 | -0.2 | 7 | 7 | -56 | 99 | -4 | 97 | 12
COC(=O)c1ccc(S(=O)(=O)N2CCCCCC2)cc1 | 86 | / | 6 | 0.6 | 4 | -4 | 3 | 95 | 1 | 102 | 8
CCOC(=O)C1CCN(C(=O)COc2ccc(Br)cc2Br)CC1 | 104 | -11 | 7 | 2.1 | 29 | 2 | -16 | 101 | 0 | ? | 11
CCOC(=O)CNC1CC(=O)N(c2cccc(Cl)c2)C1=O (stereo unspecified) | 99 | 15 | 0 | 0.0 | 46 | 4 | -39 | 101 | 0 | 102 | 6
COc1cc(NS(=O)(=O)c2ccc(N)cc2)ncn1 | 98 | / | 0 | -0.1 | 14 | 3 | -19 | 100 | -1 | ? | 9
O=C(NC1CCCCCCC1)c1ccco1 | 100 | / | 1 | 0.2 | 22 | -14 | -3 | 93 | -4 | 97 | 12
Cn1c(SCc2ccc(C#N)cc2)nnc1-c1cccc(Cl)c1 | 102 | -14 | 4 | 0.9 | 54 | 17 | -34 | 101 | 0 | 106 | 7

Reprinted from the entries so far (two entries):
SMILES | RGS4-Gao reg | Pf gametocyte | ABCG2 block | ABCB1 block | GSH fluor | Mcl1-Noxa inh | Mcl1 Bid PPI | RGS8-Gao | Mcl-1 Bim block | RGS7-Gao reg | Avidin bead fluor
O=C(NC1CCCCCCC1)c1ccco1 | 100 | / | 1 | 0.2 | 22 | -14 | -3 | 93 | -4 | 97 | 12
Cn1c(SCc2ccc(C#N)cc2)nnc1-c1cccc(Cl)c1 | 102 | -14 | 4 | 0.9 | 54 | 17 | -34 | 101 | 0 | 106 | 7

Continuation:
SMILES | RGS4-Gao reg | Pf gametocyte | ABCG2 block | ABCB1 block | GSH fluor | Mcl1-Noxa inh | Mcl1 Bid PPI | RGS8-Gao | Mcl-1 Bim block | RGS7-Gao reg | Avidin bead fluor
NC(=O)C(Cc1ccccc1)N1C(=O)c2ccccc2C1=O (stereo unspecified) | 93 | -4 | 0 | 0.0 | 11 | 27 | -9 | 99 | 2 | ? | 13
Cc1ccc(/C=N/NC(=O)c2ccoc2C)o1 | 107 | 6 | 12 | 1.0 | 17 | 14 | -23 | 100 | -2 | 107 | 18
O=C(CN1CCN(S(=O)(=O)c2ccccc2F)CC1)Nc1ccccc1C(=O)c1ccccc1 | 108 | 15 | 1 | 3.9 | 16 | -2 | -20 | 101 | 0 | 103 | 11
C/C(=N\NC(=O)CN1CCN(S(=O)(=O)c2ccc(C)cc2)CC1)c1ccncc1 | 87 | 8 | / | / | / | -3 | -27 | 92 | / | ? | 7
O=C(O)CCC(NC(=O)c1ccc(Cl)cc1)C(=O)O (stereo unspecified) | 95 | / | 0 | -0.1 | 21 | 11 | -1 | 100 | 2 | 99 | 10
O=C(c1ccc(Cl)s1)N1CCN(c2nc3ccccc3s2)CC1 | 99 | / | 1 | 0.2 | 21 | -7 | -6 | 101 | -2 | 98 | 7
CCNC(=S)/N=C(/Nc1ccccc1)Nc1nc(C)cc(C)n1 | 93 | -17 | / | / | / | 11 | -33 | 99 | / | ? | 7
Nc1cc(=O)[nH]c(SCCNS(=O)(=O)c2ccccc2)n1 | 100 | / | 0 | 0.3 | 7 | 3 | -25 | 100 | -1 | 99 | 10
COc1ccc(CCNS(=O)(=O)c2cccc(F)c2)cc1OC | 109 | -18 | -2 | -2.8 | 34 | -8 | -17 | 103 | -1 | 104 | 6
COc1ccccc1/C=C/CN1CCCC(CCC(=O)NCc2ccccc2F)C1 (stereo unspecified) | 101 | -21 | 0 | 0.9 | 13 | -6 | -18 | 102 | 8 | 101 | 1
COc1ccccc1/C=C(/NC(=O)c1ccc(Cl)cc1Cl)C(=O)O | 97 | / | 0 | 0.5 | 22 | 4 | -33 | 96 | -2 | 101 | 6
O=C(c1ccc2ccccc2c1)N1CCN(S(=O)(=O)/C=C/c2ccccc2)CC1 | 109 | -2 | 0 | 0.5 | 13 | 7 | -8 | 105 | 0 | 109 | 11
COC(=O)C1=C(COc2ccc(F)cc2)NC(=O)NC1c1ccc(C)cc1C (stereo unspecified) | 97 | / | 2 | 0.6 | 20 | -4 | 2 | 100 | -1 | 97 | 33
C=C(C)CSc1ncc(-c2cccc(C(F)(F)F)c2)cn1 | 90 | / | 12 | 1.0 | 23 | 2 | -32 | 94 | -2 | 90 | 19
COc1ccc(CCNC(=O)CSc2nc(-c3ccco3)cc(C(F)(F)F)n2)cc1 | 102 | / | 25 | 0.5 | 29 | 5 | 9 | 102 | -8 | 102 | 33
CCOC(=O)c1sc(/S(C)=N\S(=O)(=O)c2cccc(Cl)c2)c2c1CCC=C2 (stereo unspecified) | 99 | -2 | / | / | / | 31 | 11 | 100 | / | ? | 8

High-throughput results as filed in PubChem.
